All columns: NCI-60 one-dose screen, growth in % after 48 h at 10 µM unless noted; 100 = growth as untreated, 0 = no growth, -100 = all killed.
OVCAR-8: OVCAR-8 ovarian cancer. 81,000 tested, 4.4% active
NCI/ADR-RES: NCI/ADR-RES ovarian cells; AID 1794790; 81,000 tested, 4.4% active
NCI-H23: NCI-H23 lung cancer; 80,000 tested, 4% active
NCI-H522: NCI-H522 lung cancer; 78,000 tested, 8% active; AID 1794739
NCI-H460: NCI-H460 lung cancer; 82,000 tested, 6.8% active
OVCAR-5: OVCAR-5 ovarian cancer. 82,000 tested, 2.9% active. AID 1794783
NCI-H322M: NCI-H322M lung cancer. AID 1794733. 80,000 tested, 2.7% active
NCI-H226: NCI-H226 lung cancer; 79,000 tested, 3.5% active; AID 1794732
OVCAR-3: OVCAR-3 ovarian cancer; 79,000 tested, 7% active; AID 1794787
* = called active by the depositor; . = no result given; & = joins results of further samples; ! = not confirmed by another sample. Rule for the calls: active = growth percent below 10; inactive = the rest. An unsorted share of the library, and some 11% of all compounds hit somewhere here.

Start of the data: the first two entries as a preview:
SMILES	OVCAR-8	NCI/ADR-RES	NCI-H23	NCI-H522	NCI-H460	OVCAR-5	NCI-H322M	NCI-H226	OVCAR-3
N#CCNC(=O)c1ccccc1	102	101	103	89	116	101	96	97	104
COc1ccc(-c2nc(SCC(=O)c3ccc(Br)cc3)[nH]c(=O)c2C#N)cc1	106	110	106	95	108	102	97	98	99

The listing, from the start:
SMILES	OVCAR-8	NCI/ADR-RES	NCI-H23	NCI-H522	NCI-H460	OVCAR-5	NCI-H322M	NCI-H226	OVCAR-3
N#CCNC(=O)c1ccccc1	102	101	103	89	116	101	96	97	104
COc1ccc(-c2nc(SCC(=O)c3ccc(Br)cc3)[nH]c(=O)c2C#N)cc1	106	110	106	95	108	102	97	98	99
O=C(O)c1ccc(Br)cc1C(=O)O	109	105	106	93	114	107	98	100	123
CC(C)(C)NC[C@H](O)COc1ccccc1C1CCCC1	95	82	79	102	94	89	90	80	99
C=C(C)[C@@H]1CC[C@]2(C)[C@H](CC=C3[C@@H]4CC(C)(C)CC[C@]4(C=O)CC[C@]32C)[C@@]1(C)CCCN	78	87	86	92	86	92	87	86	80
CC(C)(C)CC(C)(C)NC(=O)Nc1ncccc1OCc1ccc(F)cc1	79	66	65	69	91	95	83	71	89
Cn1cc(-c2nc(-c3c[nH]c4ncccc34)cs2)c2cc(F)ccc21	51	8.9*	41	22	25	21	35	62	21
CCN1CCN(C(=O)[C@]23CCC(C)(C)C[C@H]2C2=CC[C@@H]4[C@@]5(C)Cc6c([nH]c7ccccc67)C(C)(C)[C@@H]5CC[C@@]4(C)[C@]2(C)CC3)CC1	92	87	88	91	76	80	89	84	106
Cc1cc([N+](=O)[O-])c(Cl)cc1N	94	100	99	118	108	100	109	105	107
O=C1CSC(=Nc2cc(Cl)cc(Cl)c2)N1	101	105	97	90	102	101	100	95	104
CC(=O)Nc1nnc(SCc2c(C)cc(C(C)(C)C)cc2C)s1	104	98	95	105	99	109	98	86	92
CCOC(=O)c1sc(Nc2nc(O)c(C3=c4cc(Cl)ccc4=NC3=O)s2)nc1C	112	106	101	95	104	102	93	94	94
CCOC(=O)C(CCC(C)(C)C)(CCC(C)(C)C)C(=O)OCC	101	111	109	.	114	100	102	107	103
O=C1CC2C=CCN2C=C1NC(=O)c1ccncc1 (centres undefined)	107	102	98	90	110	111	103	105	104
CC1([N+](=O)[O-])COC(c2cccc3ccccc23)OC1 (centres undefined)	103	103	102	85	105	103	100	101	98
COc1ccc2c(c1)C(=O)N(C)C2C1c2c(cc3c(c2OC)OCO3)CCN1C (centres undefined)	78	28	65	36	21	67	76	65	9.0*
CSc1nc2c(c(=O)[nH]1)C1(C(=O)N(C)c3ccccc31)c1c(nc(SC)[nH]c1=O)N2	111	92	101	114	102	96	105	94	101
c1ccc(-c2noc(CCc3nnc(-c4ccccc4)o3)n2)cc1	104	106	107	103	106	105	102	.	103
O=C(CCCc1ccccn1)c1ccc(-c2ccccc2)cc1	103	114	110	91	113	106	107	99	111
CC(CN1CCN(CCOCCO)CC1)CN1c2ccccc2Sc2ccc(Cl)cc21 (centres undefined)	97	69	73	33	50	72	88	83	67
Cc1ccc(OCC(=O)Nc2ccc(Oc3ccccc3)cc2)c([N+](=O)[O-])n1	79	44	47	33	76	84	95	69	89
Nc1cc2c(c(O)c1O)C(=O)c1ccccc1C2=O	86	95	97	88	109	101	100	104	92
CC1(C)N=C(N)N=C(N)N1c1ccc(S(N)(=O)=O)cc1	104	106	97	86	105	99	100	103	109
NCCCCC(Br)C(=O)c1cc(=O)[nH]c2ccccc12 (centres undefined)	66	100	98	105	101	113	126	101	85
N#CC1=C(N)Oc2c(c(=O)[nH]c3ccccc23)C12c1cc(Br)ccc1-c1ccc(Br)cc12	100	97	89	87	95	84	102	87	108
N#CC(C#N)=C/C=C/c1cccc([N+](=O)[O-])c1	-35*	-10*	-19*!	-71*	-72*	-10*!	26&60	-25*!	-42*
COc1ccc(C2CC(c3cccc(Nc4nc(Cl)nc5cc(OC)c(OC)cc45)c3)=NN2C=O)cc1 (centres undefined)	103	101	101	94	102	103	99	98	109
O=C1[C@H]2Cc3c([nH]c4ccccc34)[C@H](c3ccc(Cl)cc3)N2C(=O)CN1C1CCN(CC2CCCCC2)CC1	75	68	76	71	35	96	94	88	.
O=S(=O)(Nc1ccsc1-c1nc(-c2ccccc2)no1)c1cc(Cl)cc(Cl)c1	92	94	94	77	100	87	95	99	97
N#CCCCN1C(=O)c2ccccc2C1=O	105	100	105	.	105	89	78	88	108

Record cards, from the list above:
`O=C1[C@H]2Cc3c([nH]c4ccccc34)[C@H](c3ccc(Cl)cc3)N2C(=O)CN1C1CCN(CC2CCCCC2)CC1` is listed as OVCAR-8: 75; NCI/ADR-RES: 68; NCI-H23: 76; NCI-H522: 71; NCI-H460: 35; OVCAR-5: 96; NCI-H322M: 94; NCI-H226: 88; OVCAR-3: .
`Cn1cc(-c2nc(-c3c[nH]c4ncccc34)cs2)c2cc(F)ccc21` is listed as OVCAR-8: 51; NCI/ADR-RES: 8.9*; NCI-H23: 41; NCI-H522: 22; NCI-H460: 25; OVCAR-5: 21; NCI-H322M: 35; NCI-H226: 62; OVCAR-3: 21

An excerpt from above in order of SMILES length, smallest number first.
SMILES	OVCAR-8	NCI/ADR-RES	NCI-H23	NCI-H522	NCI-H460	OVCAR-5	NCI-H322M	NCI-H226	OVCAR-3
N#CC(C#N)=C/C=C/c1cccc([N+](=O)[O-])c1	-35*	-10*	-19*!	-71*	-72*	-10*!	26&60	-25*!	-42*
CC1(C)N=C(N)N=C(N)N1c1ccc(S(N)(=O)=O)cc1	104	106	97	86	105	99	100	103	109
N#CC1=C(N)Oc2c(c(=O)[nH]c3ccccc23)C12c1cc(Br)ccc1-c1ccc(Br)cc12	100	97	89	87	95	84	102	87	108

The listing continues.
SMILES	OVCAR-8	NCI/ADR-RES	NCI-H23	NCI-H522	NCI-H460	OVCAR-5	NCI-H322M	NCI-H226	OVCAR-3
Nc1ccc2cc(Br)c3ccccc3c2c1	85	67	70	87	54	80	65	59	75
CN(C)CCC(CCN(C)C)(C(=O)O)c1ccccc1	102	112	107	88	104	99	103	106	113
C#CC(CCC)NCCCC (centres undefined)	103	104	98	95	107	106	101	101	106
C/C(=N/O)c1ccc(NC(=O)CSc2nnc(-c3ccc(-c4nc5ccc(Cl)cc5[nH]4)cc3)o2)cc1	-32*	89	-59*	-49*	-100*	55	3.2*	-39*	-5.3*
CC1=C(CC(=O)O)c2cc(F)ccc2/C1=C\c1ccc(S(C)=O)cc1 (centres undefined)	95	107	106	100	117	.	97	103	128
Nc1ccc(Sc2ccc([N+](=O)[O-])c3nonc23)cc1	.	99	96	2.0*	97	108	101	96	78
CCN(CC)CCn1c(O)c(N=Nc2ccc(S(N)(=O)=O)cc2)c2ccccc21	97	109	101	94	106	102	104	103	106
CN1C(=O)N(C)C2Nn3c(s/c(=C\c4ccc(Br)cc4)c3=O)=NC21 (centres undefined)	103	98	98	91	108	100	90	97	102
Cc1cc(Cl)c(C)cc1Cl	100	99	103	102	116	101	121	106	115
CSc1nc(SC)c2[nH]cnc2n1	93	98	99	82	103	108	116	99	108
N#CC1=C(O)/C(=C\C=C\c2ccccc2)N(C(=O)c2ccccc2)C1=N	103	103	94	92	118	117	103	92	103
CC(Oc1ccc(C(=O)NS(=O)(=O)C(C)(C)C)cc1C(F)(F)F)c1ccc(Oc2cccnc2)cn1 (centres undefined)	103	100	106	89	104	106	94	99	108
CC(C)C(=O)n1ccc2nc(Cl)nc(Cl)c21	102	104	97	89	102	107	96	95	107
COc1ccc2c(c1)c(-c1nc(-c3c[nH]c4ncccc34)cs1)cn2CCN	71	84	68	66	45	89	58	71	71
CC(=O)Oc1ccc(N2C(=O)C(Cl)=C(Nc3cccc(C(F)(F)F)c3)C2=O)cc1	98	98	100	86	102	91	99	92	92
COc1ccc(C2=NN(/C=c3\s/c(=C(\C#N)C(=O)Nc4ccccc4C)n(-c4ccccc4)c3=O)C(c3ccc(OC)cc3)C2)cc1 (centres undefined)	105	114	106	96	110	126	121	105	119
CN(C)Cc1ccccc1O	100	108	105	98	99	94	100	106	156
CCOC(=O)/C(C#N)=C(\NC(=O)c1ccccc1)SC	98	99	91	95	108	101	99	98	104
Nc1ncnc2scnc12	102	107	110	98	102	100	98	97	117
Cc1cc(C)cc(Nc2n[nH]c(-c3cccnc3)n2)c1	99	96	97	82	110	92	94	93	96
CC(C)CCC[C@@H](C)[C@H]1CC[C@H]2[C@@H]3CC=C4c5sc(Nc6cc(F)cc(F)c6)nc5CC[C@]4(C)[C@H]3CC[C@]12C	100	105	107	91	106	107	109	107	108
N#C/C(=C1C=C/C(=N/O)C(Br)=C/1)c1ccccc1	1.7*	9.6*	78	-43*	8.2*	52	42	32	-3.8*
CCn1c(-c2cc3ccc2CCc2ccc(cc2)CC3)n[nH]c1=S	100	102	97	90	103	98	96	99	105
C=C(OC1(C(C)C)CCC2(C)OC2C1)C(C)(C)CCC(C)(O)C(=O)OC1(C)C=CC(O)(C(C)C)CC1 (centres undefined)	107	110	114	101	115	91	92	88	115
O=C(Oc1ccccc1[N+](=O)[O-])C1CCCN1C(=O)OCc1ccccc1 (centres undefined)	97	93	95	101	116	109	121	100	110
Cc1ccc(-n2cc(-c3ccccc3)c3c(SCC(=O)n4[nH]c(N)cc4=O)ncnc32)cc1	96	92	96	86	115	102	98	90	114
CC(C)(C)Nc1nc2cc(Cl)c(Cl)cc2nc1S(C)(=O)=O	41	8.0*	-64*	-81*	73	79	98	-83*	-80*
CC1CN1C(=O)c1ccc(C(=O)N2CC2C)c2ccccc12 (centres undefined)	101	99	98	34	101	95	97	101	100
Cc1nc(C)c(-c2nn3c(-c4cccc(F)c4)nnc3s2)s1	95	91	97	78	102	112	106	102	113
CCCCCNCCCCCNc1cc(OC)cc2cccnc12	101	89	91	90	96	87	89	94	76
CCc1c(C)c2ccc3c(c2oc1=O)N=C(c1ccccc1)CO3	101	96	90	.	109	103	91	93	105
CC(C)=CCC[C@](C)(O)[C@H]1CC[C@]2(C)[C@@H]1CC[C@@H]1[C@@]3(C)C/C(=C/c4cccc([N+](=O)[O-])c4)C(=O)C(C)(C)[C@@H]3CC[C@]12C	78	101	75	90	87	94	103	84	90
COc1ccc2c(c1)C(=O)/C(=C/c1ccc(O)cc1)O2	93	104	94	-98*	91	103	87	78	49
COC(=O)[C@]12CCC(C)(C)C[C@H]1C1=CC[C@@H]3[C@@]4(C)Cc5c(n(CC#CCN6CCN(C)CC6)c6ccccc56)C(C)(C)[C@@H]4CC[C@@]3(C)[C@]1(C)CC2	92	100	96	97	105	100	94	100	.
CCCCn1cnc2c(SC)nc(N)nc21	110	98	92	91	100	94	90	89	109
Cn1c(=O)[nH]c(=O)c2nc(/C=C(\O)c3ccco3)c(=O)[nH]c21	100	103	100	96	102	105	100	101	108
COc1c(B(O)O)cccc1-c1nc2ccc3[nH]ncc3c2c2c1CCC2	61	81	75	63	48	90	58	68	90
CC(=O)[C@H]1[C@H](C)C[C@H]2[C@@H]3CCC4=CC(=O)CC[C@]4(C)[C@@]3(F)[C@@H](O)C[C@@]21C	88	74	96	86	95	83	93	79	113
C=CCC(CC)C(=O)NC(=O)N1CCCc2ccccc21 (centres undefined)	87&103	106&112	104&97	101&89	101&111	98&108	100&91	104&88	162&109
COC(=O)c1nn(C(=O)c2ccc(F)cc2)c2ccccc12	101	102	86	94	101	107	101	83	103
O=C(O)C1=C(C2CCCCC2)C(=O)c2ccccc21	105	108	104	96	103	120	112	116	104
Cc1cc(C)n(-c2nnc3n2N=C(c2ccccc2)CS3)n1	95	100	100	103	104	97	100	94	117
O=C(/C=C\c1ccccc1)CCN1CCCC1	105	104	94	90	97	107	99	92	107
COc1ccc(-n2c(-c3ccccc3)c(-c3ccccc3)c3c(SCc4n[nH]c(=S)o4)ncnc32)cc1	84	95	85	81	98	96	100	91	87
COc1ccc(/C=C(\C#N)n2nc3cc(F)c(F)cc3n2)cc1	95	95	86	85	97	108	102	92	115
CC(C)(C)c1nc(C(Cl)Cl)nc2cc(-c3ccccc3)nn12	110	106	.	102	99	104	106	110	130
COc1cc(NC(C)CCCNC(=O)CCC(=O)NCCCNCCCCCCCCNCCCNC(=O)CCC(=O)NCCCC(C)Nc2cc(OC)cc3cccnc23)c2ncccc2c1 (centres undefined)	71	92	54	47	87	67	33	45	40
COC(=O)Cc1[nH]c(SC)nc1C(=O)OC	111	111	108	99	108	116	98	96	106
O=C(/C=C/c1ccc(Cl)cc1Cl)Nc1ccccc1F	102	104	87	69	102	107	98	87	104
Cc1cn(N2C(=O)CSC2c2ccc(C3SCC(=O)N3n3cc(C)c(-c4ccccc4)nc3=S)cc2)c(=S)nc1-c1ccccc1 (centres undefined)	99	100	96	97	103	102	98	101	106
N#Cc1c(N)n2c(nc1=Nc1ccc(Cl)cc1)sc1cc(Cl)ccc12	65	73	67	93	95	105	91	37	98
NS(=O)(=O)c1ccc(CCN2C(=O)/C(=C\c3ccccc3)C=C2c2ccc(Cl)cc2)cc1	98	107	104	92	99	99	90	102	97
COc1ccc(Cl)cc1Nc1nc(C(F)(F)F)ccc1C(=O)N/N=C/c1c(Cl)cccc1Cl	55	50	74	39	42	75	45	60	-2.7*
CCN1CCN(C(=O)[C@]23CC[C@@H](C)[C@H](C)[C@@H]2C2=CC[C@@H]4[C@@]5(C)C/C(=C/c6cccnc6)C(=O)C(C)(C)[C@@H]5CC[C@@]4(C)[C@]2(C)CC3)CC1	33	27	34	18	7.5*	57	66	48	26

Source: PubChem BioAssay (NCI)
